# KB-3-1 cytotox: qHTS assay for MDR1-selective chemotherapeutics: Primary screen using the parental adenocarcinoma cell KB-3-1. Potency, µM (top dose mostly 46.1 µM), for the others: at the highest dose activity change, negative = cytotoxic, hits mostly cytotoxic. AID 1347075, 2019. hit rate 1.4% among 400,000. KB-3-1 viability, CellTiter-Glo ATP luminescence, 72 h; also: potency is read from the fitted curve at half-maximal effect; % is scaled to controls: 0 for no effect and ±100 for the full control effect; nearly all actives have a fitted effect of over 60% in size
#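 Using CellTiter-Glo luminescence, growth of non-resistant KB-3-1 adenocarcinoma cells is assessed 72 h after pin-tool compound addition at 37 °C. Normalized responses across the concentration series yield fitted curves.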
# SW480 rerep: A quantitative high throughput screen for small molecules that induce DNA re-replication in SW480 colon adenocarcinoma cells | SW480 DNA re-replication, Hoechst DNA content imaging, 48 h | Potency, µM (top dose mostly 46.1 µM), for inactives: at the top dose re-replication activation, actives largely listed as activators | hit rate 1.8% among 340,000; also: potency is read from the fitted curve at half-maximal effect; % of control where 0% means no effect; nearly all actives have a fitted effect of over 55% in size
#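 250 cells/well; 23 nL cpd via pin tool; 48 hr, 37 C, 5% CO2; Hoechst 40 min; imager read of total nuclear intensity, ex 405/em 500-530 nm.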
# GLP1R ag: qHTS of GLP-1 Receptor Agonists; hit rate 0.007% among 380,000; Glucagon-like peptide 1 receptor (Homo sapiens), P43220; Potency, µM (highest dose often 45.6 µM), inactives show at the highest dose activation, usual class: activators; HEK293 GLP-1R CRE-luciferase, luminescence, 4-6 h; cells express a hypersensitive GLP-1R form; also: potency is read from the fitted curve at half-maximal effect; % of control where 0% means no effect
# Target sequence (P43220 whole entry, looked up): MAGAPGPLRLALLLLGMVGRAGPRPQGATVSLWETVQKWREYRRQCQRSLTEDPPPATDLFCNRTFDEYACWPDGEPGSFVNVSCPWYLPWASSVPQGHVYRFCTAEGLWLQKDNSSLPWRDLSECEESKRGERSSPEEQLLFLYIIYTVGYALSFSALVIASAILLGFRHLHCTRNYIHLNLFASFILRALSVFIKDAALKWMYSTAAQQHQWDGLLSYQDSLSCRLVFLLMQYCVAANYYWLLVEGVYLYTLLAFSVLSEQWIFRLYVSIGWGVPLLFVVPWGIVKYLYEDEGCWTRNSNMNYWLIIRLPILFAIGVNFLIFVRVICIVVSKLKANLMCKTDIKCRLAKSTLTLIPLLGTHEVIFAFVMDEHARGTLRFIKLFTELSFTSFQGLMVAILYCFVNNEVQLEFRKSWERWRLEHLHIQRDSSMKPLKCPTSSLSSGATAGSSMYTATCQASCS
# HT1080 IDH1KD tx: qHTS for induction of synthetic lethality in tumor cells producing 2HG: qHTS for the HT-1080-IDH1KD cell line; hit rate 2% among 360,000; Potency, µM (top dose mostly 46.1 µM), without a hit: at the top dose activity, negative = toxicity, hits mostly cytotoxic; HT-1080 IDH1 knockdown viability, ATP luminescence, 48 h;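 also: potency is read from the fitted curve at half-maximal effect; 0% = DMSO wells and -100% = cell-free medium wells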
#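 Using the IDH1-knockdown HT-1080 line run in the same batch and compound series as the NT line, viability after 48 h at 37 °C was determined by CellTiter-Glo luminescence and expressed as % activity.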
# DRD3 agonist: qHTS of D3 Dopamine Receptor Agonist: qHTS; D(3) dopamine receptor (Homo sapiens), P35462; D3R DiscoveRx beta-arrestin cells, luminescence, 90 min; max activation, %; hit rate 0.58% among 410,000; AID 652048, 2013; in the data active = max activation above about 30%; also: 0% is about no effect; mostly tested at two doses, the higher about 12 µM
# Target sequence (P35462 whole entry, looked up): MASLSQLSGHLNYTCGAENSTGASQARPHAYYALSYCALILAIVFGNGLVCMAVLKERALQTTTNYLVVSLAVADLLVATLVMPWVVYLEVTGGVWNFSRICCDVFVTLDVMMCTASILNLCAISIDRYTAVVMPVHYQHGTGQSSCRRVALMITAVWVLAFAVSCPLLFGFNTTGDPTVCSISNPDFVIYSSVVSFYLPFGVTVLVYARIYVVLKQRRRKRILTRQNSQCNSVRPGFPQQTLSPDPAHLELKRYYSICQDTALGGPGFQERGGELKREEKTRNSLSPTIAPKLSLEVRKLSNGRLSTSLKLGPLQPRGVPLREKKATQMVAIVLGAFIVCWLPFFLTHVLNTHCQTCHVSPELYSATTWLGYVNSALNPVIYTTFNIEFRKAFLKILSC
#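 Cells at 1500/well, incubated overnight, then treated with pinned compounds (dopamine as control) for 90 min at 37 degrees C. DiscoveRx reagent added for 30 - 60 minutes at room temperature; luminescence read.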
# KB-V1 cytotox: qHTS assay for MDR1-selective chemotherapeutics: Primary screen using the drug-selected MDR subline cells KB-V1; Potency, µM (series often up to 46.1 µM), for inactives: at the top dose activity change, negative = cytotoxicity, most hits filed as cytotoxic; hit rate 3.4% among 400,000; KB-V1 MDR cells viability, CellTiter-Glo, 72 h; also: potency is read from the fitted curve at half-maximal effect; % is scaled to controls: 0 for no effect and ±100 for the full control effect; nearly all actives have a fitted effect of over 60% in size
#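 Cytotoxicity via CellTiter-Glo luminescence after 72 h compound exposure at 37 degrees C. Cells: drug-selected KB-V1 line, DMEM phenol-red free plus 10% FBS. Compounds tested at multiple concentrations; normalized data fitted to concentration-effect curves.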
# HT1080NT lethal: qHTS for induction of synthetic lethality in tumor cells producing 2HG: qHTS for the HT-1080-NT fibrosarcoma cell line; HT-1080-NT fibrosarcoma viability, CellTiter-Glo ATP luminescence, 48 h; Potency, µM (highest dose often 46.1 µM), for the others: at the highest dose activity, negative = less viability, actives largely listed as cytotoxic; hit rate 1.6% among 360,000; AID 686970, 2013;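 also: NT is the 2HG producing partner of a matched IDH1 knockdown line; potency is read from the fitted curve at half-maximal effect; 0% = DMSO-treated cells and -100% = media-only wells without cells; nearly all actives have a fitted effect of over 55% in size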
#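 Fibrosarcoma NT cells, 750 per well in 5% FBS RPMI, were exposed to compound for 48 hours. Viability: CellTiter-Glo luminescence.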
# D3 antag: qHTS of D3 Dopamine Receptor Antagonist: qHTS; AID 652054, 2013; max response, negative = inhibition, %; D(3) dopamine receptor (Homo sapiens), P35462; hit rate 2.5% among 360,000; D3R cells, DiscoveRx beta-arrestin luminescence, antagonist mode; stronger effect = lower value; in the data active = max response below about -50%; inconclusive = no clear call, values can overlap the other calls; also: % is scaled to controls: 0 for no effect and ±100 for the full control effect; mostly tested at two doses, the higher about 12 µM
#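 Cells plated overnight at 1500 cells/well, then exposed to library compounds with dopamine controls for 90 minutes at 37 degrees C. DiscoveRx reagent added for 30–60 minutes at room temperature; luminescence read, quantitative HTS format.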
# IL1B secr inh: qHTS for Inhibitors of Inflammasome Signaling: IL-1-beta AlphaLISA Primary Screen. THP-1 LPS/ATP IL-1B secretion, AlphaLISA, 16 h; stronger effect = lower value. activity change, % at 57.5 µM. AID 743279, 2014. hit rate 4.7% among 360,000; in the data active = activity change below about -50%; inconclusive = mostly about -30% to -49%; also: % is scaled to controls: 0 for no effect and ±100 for the full control effect
#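 Secreted IL-1B measured by AlphaLISA bead assay after 16 h compound exposure of THP-1 cells; compounds (final up to 57.5 uM) added 1 h before LPS (250 ng/mL) and ATP (1.25 mM) stimulation; lower signal means less secretion.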
# Active calls of the source: *; i = inactive; ? = inconclusive; · = no result given; & = joins results of further samples; [ ] = another dose, or the depositor's remark. Unless noted, calls follow the shape of the dose curve; as a rule, active = well fitted curve in the direction sought with a large enough effect; inconclusive = small, poorly fitted or top-dose-only effect, or another doubt; inactive = no such curve, though single readings can be large; an effect the other way counts as inactive or inconclusive.
1. CN1C[C@@H]2C(c3ccc(Cl)nc3)C3(c4ccccc4)CC2(C3)[C@H]1c1ccccc1 (some centres not stated)
2. O=C(CSc1nnc(COc2ccc(Br)cc2)o1)NC1CCCCC1
3. CN1CC(=O)N(CC(=O)Nc2cccc(S(=O)(=O)N3CCOCC3)c2)C1=O
4. COc1ccc(NC(=O)c2cn(-c3ccccc3)nc2-c2ccncc2)cc1
5. COc1ccccc1CNC(=O)COC(=O)c1cc(C)nc2ccccc12
6. O=C1c2cccc3c([N+](=O)[O-])ccc(c23)C(=O)N1CC1CCCO1 (configuration not stated)
7. COc1ccc(/C=N/n2cnc3c([nH]c4ccc(F)cc43)c2=O)cc1CN1CCCC1
8. O=S(=O)(c1ccccc1)N1CCC(N2CCCCCC2)CC1

Compound,1,2,3,4,5,6,7,8
KB-3-1 cytotox,-7%,21%,4%,3%,·,?,?,8%
SW480 rerep,-27%[9.22 µM],0%,-30%[inhibitor],13%,-4%,5.8µM*,-2%,-9%
GLP1R ag,0%,1%,2%,-2%,10%,-3%,-1%,-2%
HT1080 IDH1KD tx,-15%,0%,6%,-1%,-7%,18µM*,-1%,4%
DRD3 agonist,-15,0,8,-15,-7,0,-4,1
KB-V1 cytotox,8%,5%,8%,?,·,?,?,21%
HT1080NT lethal,-5%,-1%,6%,1%,-1%,23µM*,0%,1%
D3 antag,-18,0,2,-13,0,-22,-10,?
IL1B secr inh,-11,11,-9,29,23,-99*,33,16

9. COC(=O)CCCC(=O)N1CCOCCN(C(=O)CCCC(=O)OC)CCOCC1
10. CC(C)OP(=O)(OC(C)C)C(Nc1ccccc1)c1cccc([N+](=O)[O-])c1 (configuration not stated)
11. CC(C)CC(C(=O)Nc1cccc(O)c1)N1C(=O)c2ccccc2C1=O (configuration not stated)
12. C[C@@H]1CN([C@H](C)CO)C(=O)CCCn2nncc2CO[C@@H]1CN(C)C(=O)C1CCCCC1
13. COCCn1c(N)c(C(=O)NCc2cccs2)c2nc3ccccc3nc21
14. CCCCNC(=S)N1CCN(C)CC1
15. CC(=O)N1CCc2cc(Br)cc(S(=O)(=O)NCc3ccccn3)c21
16. COCCNC(=S)Nc1ccccc1Cc1ccccc1

Compound,9,10,11,12,13,14,15,16
KB-3-1 cytotox,-1%,?,12%,13%,?,4%,18%,?
SW480 rerep,-2%,-7%,?,·,?,-5%,1%,-12%
GLP1R ag,16%,12%,-5%,-1%,4%,1%,-1%,1%
HT1080 IDH1KD tx,13%,-11%,-6%,17%,-14%,6%,3%,3%
DRD3 agonist,5,4,13,2,-3,-8,1,4
KB-V1 cytotox,0%,?,?,5%,?,-4%,-3%,-11%
HT1080NT lethal,15%,9%,-1%,4%,-19%,12%,12%,5%
D3 antag,59,6,20,20,18,-30,-10,-4
IL1B secr inh,25,2,0,7,?,3,-11,0

17. CCC(=O)N1CCc2cc(S(=O)(=O)Nc3ccccc3C)ccc21
18. O=C(Cn1ncn2cccc2c1=O)N1CCCCC1
19. O=C(Nc1ccc2c(c1)OCCO2)C1CCCN1C(=O)Nc1ccccc1 (configuration not stated)
20. O=C(COC(=O)c1oc2ccccc2c1COc1ccccc1)NCCN1C(=O)CSC1=O
21. O=S(=O)(NCc1ccccc1)c1ccc(S(=O)(=O)N2CCCC2)cc1
22. COc1cc(/C=N/NC(N)=O)ccc1OC(=O)c1ccco1
23. COC(=O)CCNC(=O)c1ccc2nc(Cc3ccc(OC)cc3)oc2c1
24. Cn1nc(C(=O)OCC(=O)NC2CCS(=O)(=O)C2)c2ccccc2c1=O (configuration not stated)

Compound,17,18,19,20,21,22,23,24
KB-3-1 cytotox,-3%,19%,2%,-4%,-9%,-1%,-3%,-1%
SW480 rerep,2%,-3%[9.22 µM],-2%,11%,0%,-13%,·,-2%
GLP1R ag,6%,-6%,2%,-1%,3%,21%,1%,1%
HT1080 IDH1KD tx,8%,17%,-16%,6%,1%,21%,25%,6%
DRD3 agonist,-2,-1,6,2,-3,22,-6,-6
KB-V1 cytotox,0%,36%,16%,?,-18%,4%,-13%,-1%
HT1080NT lethal,4%,25%,3%,7%,?,1%,12%,10%
D3 antag,1,-3,5,18,-1,4,-10,4
IL1B secr inh,-18,25,25,i,-7,39,15,3

25. COc1cc(/C=C/C(=O)Nc2ccc(OC)c(S(=O)(=O)N3CCOCC3)c2)ccc1OC(F)F
26. CCOC(=O)c1[nH]c(C)c(C(=O)NCCC2=CCCCC2)c1C
27. N#CC1=C(N)Oc2cc3ccccc3cc2C1c1cccnc1 (configuration not stated)
28. CCOc1ccc(S(=O)(=O)N2CCCC(C(=O)N3CCOCC3)C2)cc1Cl (configuration not stated)
29. Cc1nn(CC2CC2)c(=O)n1-c1ccc(Cl)cc1
30. CC1=C(C(=O)Nc2ccccn2)C(c2ccccc2Cl)NC(=S)N1 (configuration not stated)
31. CC1CC(C)CN(CCCNC(=O)CCC(=O)N2CCOc3ccccc32)C1 (configuration not stated)
32. O=C(c1ccc(NS(=O)(=O)c2cccs2)cc1)N1CCCCC1

Compound,25,26,27,28,29,30,31,32
KB-3-1 cytotox,?,11%,5.8µM*,-1%,5%,9%,0%,-15%
SW480 rerep,-1%,-7%[9.22 µM],18µM*,0%,3%,4%,-5%,-4%
GLP1R ag,-40%[inhibitor],5%,6%,5%,6%,-1%,-1%,5%
HT1080 IDH1KD tx,?,-4%,5.8µM*,-5%,17%,6%,-1%,-15%
DRD3 agonist,3,0,6,1,1,-7,-8,-5
KB-V1 cytotox,?,-27%,?,-16%,8%,0%,1%,0%
HT1080NT lethal,-13%,-10%,6.5µM*,0%,6%,5%,3%,2%
D3 antag,0,1,17,8,5,-8,-8,-22
IL1B secr inh,-20,-8,-12,1,26,-5,-24,1

# The final two compounds of the section before are carried over, then new ones follow:
31. CC1CC(C)CN(CCCNC(=O)CCC(=O)N2CCOc3ccccc32)C1 (configuration not stated)
32. O=C(c1ccc(NS(=O)(=O)c2cccs2)cc1)N1CCCCC1
33. CCn1nc(C)c(NC(=O)c2cc(Br)ccc2Cl)c1C
34. COc1cc(NC(=O)c2cc(S(=O)(=O)N3CCc4ccccc43)cn2C)cc(OC)c1OC
35. Cc1ccc(C(=O)NCC2CCCO2)o1 (configuration not stated)
36. O=C(CN1CCN(c2ccccc2)CC1)Nc1ccc(OCc2ccccc2)cc1
37. CC(C)(C)C(=O)CSc1ncnc2sc3c(c12)CCC3
38. CCC(=O)NC(c1cccs1)c1ccc2cccnc2c1O (configuration not stated)

Compound,31,32,33,34,35,36,37,38
KB-3-1 cytotox,0%,-15%,-18%,-16%,-1%,3%,-5%,0%
SW480 rerep,-5%,-4%,-9%,-3%,-1%,-3%,-32%[inhibitor],?
GLP1R ag,-1%,5%,5%,6%,-1%,3%,37%,-6%
HT1080 IDH1KD tx,-1%,-15%,14%,-18%,11%,-13%,1%,?
DRD3 agonist,-8,-5,16,3&6,0,17,2,1
KB-V1 cytotox,1%,0%,-2%,-13%,20%,?,-27%,?
HT1080NT lethal,3%,2%,14%,-6%,11%,-5%,1%,?
D3 antag,-8,-22,22,6,3,?,25,-2
IL1B secr inh,-24,1,7,17,7,-30,27,112

# Excerpt: compounds 16 to 22
16. COCCNC(=S)Nc1ccccc1Cc1ccccc1
17. CCC(=O)N1CCc2cc(S(=O)(=O)Nc3ccccc3C)ccc21
18. O=C(Cn1ncn2cccc2c1=O)N1CCCCC1
19. O=C(Nc1ccc2c(c1)OCCO2)C1CCCN1C(=O)Nc1ccccc1 (configuration not stated)
20. O=C(COC(=O)c1oc2ccccc2c1COc1ccccc1)NCCN1C(=O)CSC1=O
21. O=S(=O)(NCc1ccccc1)c1ccc(S(=O)(=O)N2CCCC2)cc1
22. COc1cc(/C=N/NC(N)=O)ccc1OC(=O)c1ccco1

Compound,16,17,18,19,20,21,22
KB-3-1 cytotox,?,-3%,19%,2%,-4%,-9%,-1%
SW480 rerep,-12%,2%,-3%[9.22 µM],-2%,11%,0%,-13%
GLP1R ag,1%,6%,-6%,2%,-1%,3%,21%
HT1080 IDH1KD tx,3%,8%,17%,-16%,6%,1%,21%
DRD3 agonist,4,-2,-1,6,2,-3,22
KB-V1 cytotox,-11%,0%,36%,16%,?,-18%,4%
HT1080NT lethal,5%,4%,25%,3%,7%,?,1%
D3 antag,-4,1,-3,5,18,-1,4
IL1B secr inh,0,-18,25,25,i,-7,39

# Screen by screen, quoted from above:
# KB-V1 cytotox, entries 33–38, in order: -2%, -13%, 20%, ?, -27%, ?

# Bioassay records as filed in PubChem.
